# CYP2C9 act: CYP2C9 (human) activation; P11712; recombinant CYP2C9, luciferin-H conversion, luminescence; hits give high values; factor 1 = untreated enzyme, 0 = blocked; activation factor at 5 µM; 1.4% of 96,000 active;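 active means activation factor of 2 or more for CYP2C9 at a 5 µM dose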;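 further: 0 = sulfaphenazole-blocked wells and 1 = vehicle-only wells; values of inactives mirror those of a sister screen read the other way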
# Target sequence (P11712 whole entry, looked up): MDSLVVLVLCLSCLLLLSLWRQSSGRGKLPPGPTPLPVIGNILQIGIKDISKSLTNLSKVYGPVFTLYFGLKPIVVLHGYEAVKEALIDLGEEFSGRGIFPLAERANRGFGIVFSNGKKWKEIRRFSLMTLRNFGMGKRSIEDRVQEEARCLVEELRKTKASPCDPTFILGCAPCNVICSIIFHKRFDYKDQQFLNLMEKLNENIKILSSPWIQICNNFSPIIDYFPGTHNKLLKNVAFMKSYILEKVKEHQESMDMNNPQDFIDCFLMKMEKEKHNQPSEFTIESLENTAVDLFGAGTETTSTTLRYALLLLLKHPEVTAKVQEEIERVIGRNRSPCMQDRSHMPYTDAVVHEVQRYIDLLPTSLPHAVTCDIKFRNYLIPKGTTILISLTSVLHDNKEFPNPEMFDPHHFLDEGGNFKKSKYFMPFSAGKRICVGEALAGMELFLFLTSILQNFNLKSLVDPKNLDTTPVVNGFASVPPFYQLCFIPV
# CYP2C9 inh: human CYP2C9 inhibition; CYP2C9 Supersomes, luciferin-H conversion, luminescence; inhibition, % at 5 µM; 20% of 96,000 active; AID 777;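 active means blocking of liver enzyme CYP2C9 beyond about 50% at 5 µM, limit read from the data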; further: values of inactives mirror those of a sister screen read the other way
# Calb biofilm kill: kills Candida albicans biofilms; C. albicans biofilm + clotrimazole, Alamar Blue; inhibition, % at 6 µM; 0.14% of 85,000 active; AID 834;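 active means inhibition above 20%; inactive means inhibition below 20%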;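 further: preformed 24 hr biofilms exposed to compound for 48 hr; 0% = biofilm without compound and 100% = blank killed by clotrimazole plus chlorhexidine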
# TNFa cytotox: HUVEC cytotoxicity counter-screen, TNF alpha stimulated. HUVEC TNFalpha-stimulated, Hoechst cell count, imaging. cell count reduction, % at 2 µM. 0.17% of 93,000 active. AID 848;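 active means cell count reduction exceeding the screen mean by over 5 SD, scaled to untreated wells per plate, cut at about 78% in these data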;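 further: cells counted after 24 h of TNF alpha exposure following the 1 h pretreatment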
# VCAM1 TNFa inh: reduces TNF alpha induced VCAM1 expression in HUVEC | inhibition, % at 2 µM | HUVEC TNFa-induced VCAM-1 immunofluorescence, high-content imaging | AID 802 | 0.48% of 95,000 active;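 active means inhibition above the batch mean plus 3 SD, with images confirmed as a hit by eye, cut at about 37% in these data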;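 further: 0% = TNF-stimulated DMSO wells and 100% = unstimulated control wells; not every result past the cut was called active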
# CYP2C19 inh: inhibitors of human CYP2C19; 21% of 96,000 active; AID 778; P33261; CYP2C19 Supersomes, luciferin-H EGE luminescence, 30 min; inhibition, % at 5 µM;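 active means CYP2C19 inhibition above a set limit at 5 µM in the primary screen, cut at about 50% in these data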;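 further: plate controls were negative control wells for no effect and 2.5 mM tranylcypromine positive control for full effect; values of inactives mirror those of a sister screen read the other way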
# HUVEC tox IL1B: toxic to HUVEC cells under IL-1B stimulation; HUVEC cell count loss, Hoechst imaging, IL-1B stimulated; cell count reduction, % at 2 µM; 0.41% of 94,000 active; AID 845;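 active means cell count reduction more than 3 SD above the screen-wide mean, cut at about 70% in these data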;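 further: normalized per plate to untreated control cells as the no-loss baseline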
# CYP2C19 act: cytochrome P450 2C19 (human) activation; activation factor at 5 µM; 96,000 tested, under 10 active; recombinant CYP2C19, luciferin-H EGE luminescence; hits give high values; 0 = fully inhibited enzyme, 1 = untreated enzyme; P33261;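 active means activation factor of at least 2 at 5 µM in the primary screen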;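 further: 0 = wells with 2.5 mM tranylcypromine and 1 = vehicle-only wells; values of inactives mirror those of a sister screen read the other way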
# DAT uptake mod: modulates human dopamine transporter uptake under cocaine; 1.3% of 110,000 active; LLC-PK1 hDAT cells, [14C]-dopamine uptake with cocaine IC80; actives deviate in either direction; B-score at 10 µM; Q01959; AID 449768;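 active means Z score or B-score, a plate-position-corrected score, falls beyond the plate's 99.7% confidence bounds, in either direction; inactive means both scores lie inside the 99.7% bounds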;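 further: scored against the spread of the other compound wells on the same plate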
# Target sequence (Q01959 whole entry, looked up): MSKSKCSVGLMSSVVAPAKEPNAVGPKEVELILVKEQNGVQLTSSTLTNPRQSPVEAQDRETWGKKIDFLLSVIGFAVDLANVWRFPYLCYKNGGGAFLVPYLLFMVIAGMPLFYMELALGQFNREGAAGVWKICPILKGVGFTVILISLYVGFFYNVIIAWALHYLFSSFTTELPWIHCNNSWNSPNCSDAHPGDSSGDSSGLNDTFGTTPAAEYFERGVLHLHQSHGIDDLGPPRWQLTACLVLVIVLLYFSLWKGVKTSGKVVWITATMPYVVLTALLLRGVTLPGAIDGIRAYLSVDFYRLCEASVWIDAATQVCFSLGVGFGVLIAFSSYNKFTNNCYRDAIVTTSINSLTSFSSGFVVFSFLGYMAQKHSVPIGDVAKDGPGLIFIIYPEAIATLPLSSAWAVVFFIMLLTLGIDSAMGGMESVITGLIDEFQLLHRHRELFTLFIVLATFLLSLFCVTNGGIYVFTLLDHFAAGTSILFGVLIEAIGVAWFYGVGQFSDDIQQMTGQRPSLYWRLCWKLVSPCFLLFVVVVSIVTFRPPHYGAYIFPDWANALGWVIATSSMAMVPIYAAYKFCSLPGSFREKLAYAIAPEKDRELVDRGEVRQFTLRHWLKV
# Active calls of the source: *; . = no result given. Outcome played no part in choosing rows (roughly 29% active in at least one column).
SMILES,CYP2C9 act,CYP2C9 inh,Calb biofilm kill,TNFa cytotox,VCAM1 TNFa inh,CYP2C19 inh,HUVEC tox IL1B,CYP2C19 act,DAT uptake mod
CCOc1cccc2cc(C(=O)N3CCN(C/C=C/c4ccccc4)CC3)c(=O)oc12,.,.,9,4,3,.,70,.,0.39
CC(C)(C)C(=O)NNC(=O)CCCOc1ccc(Cl)cc1Cl,1.3,-27,.,12,-2,23,-50,0.8,1.9
CCOC(=O)N1CCC(NC(=O)CS(=O)(=O)Cc2nc(-c3cccc(OC)c3)oc2C)CC1,0.9,12,3,-12,-3,10,22,0.9,1.5
O=C(NCCc1ccccc1)C1CCN(S(=O)(=O)c2ccc(-c3nn[nH]n3)cc2)CC1,0.2,83*,6,-8,11,5,-15,1,0.2
CCc1c(C)sc(NC(=O)Cn2nc(C(F)(F)F)c3c2CCCC3)c1C#N,0.8,24,.,-3,-7,22,-4,0.8,-0.095
Nc1nnnn1/N=C/c1ccccc1OCc1ccc(Cl)cc1Cl,1,5,.,-20,-4,-11,2,1.1,-0.22
CC(=O)Nc1ccc(NS(=O)(=O)Cc2ccccc2)cc1,0.6,37,5,-26,-12,58*,-12,0.4,-0.012
O=C(CSc1nc2ccccc2c(=O)n1Cc1ccco1)NCc1ccccc1,.,.,2,-8,10,.,-27,.,0.27
C=CCn1c(SCC(=O)c2ccc(NS(=O)(=O)c3ccccc3)cc2)nnc1-c1cccs1,0,97*,5,.,.,58*,.,0.4,1.7
CSCCC(NC(=O)c1ccccc1)C(=O)NC1CCCC1 (stereo unspecified),0.7,30,3,-3,-6,39,-76,0.6,-1.1
CCCn1nnc(NC(=S)NC(=O)CC)n1,0.9,8,.,-6,1,71*,7,0.3,-0.53
O=C(CCN1CCCC1)Nc1ccc(Br)cc1,.,.,5,-20,3,.,13,.,-0.37
O=C(Nc1ccc2c(c1)CCC2)c1cnccn1,1.1,-10,1,-13,-6,68*,20,0.3,0.74
O=C(COCc1nc2ccccc2c(=O)[nH]1)NCC1CCCCC1,.,.,10,-1,4,.,-28,.,0.37
CC(CCc1ccccc1)C(=O)NO (stereo unspecified),1.1,-14,4,1,7,42,-27,0.6,-1.3
Cc1ccc(C)c(-n2c(-c3ccc4c(c3)OCO4)n[nH]c2=S)c1,0.8,19,.,30,26,34,-2,0.7,-0.43
Cc1ccc(C(=O)N2CCN(c3ccc([N+](=O)[O-])c(NCc4ccco4)c3)CC2)cc1,0.3,74*,.,-18,17,46,11,0.5,-0.7
CCOC(=O)CSc1[nH]c(=O)cc(C)c1C#N,0.7,33,0,-31,8,6,-34,0.9,0.94
Cc1cccc2cc(C#N)c(N3CCCC3)nc12,1,-2,3,-16,4,1,-1,1,-1.1
COc1ccc(CCNC(=O)COC(=O)c2ccc(Br)o2)cc1,0.2,78*,0,10,-13,42,4,0.6,0.039
O=C(c1cccnc1)N1CCN(S(=O)(=O)c2ccc(Cl)cc2)CC1,.,.,2,-13,11,.,-50,.,-0.57
O=C(Nc1cccc(C(F)(F)F)c1)N(Cc1ccc(Cl)cc1)CC(O)C(F)(F)F (stereo unspecified),0.6,37,.,-20,-6,48,-2,0.5,-0.4
Cc1n[nH]c(C)c1S(=O)(=O)N1CCOCC1,1.2,-19,4,0,-46,-20,-2,1.2,-0.76
COC(=O)c1ccc2c(=O)sc(N3CCC(C(N)=O)CC3)nc2c1,0.8,25,4,6,13,6,-25,0.9,-0.44
COc1cccc(C2CC(c3ccc(Cl)cc3)n3nc(N)nc3N2)c1 (stereo unspecified),0.8,16,9,-4,7,78*,-32,0.2,-0.93
# Later entries:
SMILES,CYP2C9 act,CYP2C9 inh,Calb biofilm kill,TNFa cytotox,VCAM1 TNFa inh,CYP2C19 inh,HUVEC tox IL1B,CYP2C19 act,DAT uptake mod
COc1ccc(NCc2nc3ccccc3n2CCOc2ccccc2)cc1,0.2,79*,.,-15,-1,25,-1,0.8,0.07
O=C(Nc1ccc(N2CCOCC2)cc1)c1cnsn1,0.8,20,5,.,.,49,.,0.5,-0.59
COC(=O)COc1ccc(S(=O)(=O)Nc2ccccc2SC)cc1,.,.,2,-10,-4,.,19,.,1.8
Cn1c(CSc2nc3ccccc3s2)nnc1SCC(=O)NCCCN1CCOCC1,.,.,1,-9,2,.,6,.,0.31
CCOC(=O)C1=C(C)N=c2s/c(=C\c3cccn3C)c(=O)n2C1c1cccc(OC)c1OC (stereo unspecified),0.7,27,11,23,4,26,32,0.7,0.7
COCCNc1c(-c2ccc(O)cc2)nc2ccc(Cl)cn12,.,.,-1,-25,4,.,1,.,0.0072
CC(=O)Nc1ccc2nc(-c3cccs3)[nH]c2c1,1,2,4,-22,7,-7,-20,1.1,.
CCN1C(=C2C(=O)c3ccccc3C2=O)C=Cc2ccccc21,0.9,8,4,-12,9,6,-52,0.9,-0.24
CC(Sc1nnc(N)s1)C(=O)Nc1ccc(N2CCOCC2)cc1 (stereo unspecified),1.1,-12,-1,-14,8,-5,15,1.1,0.24
COc1nc(NCc2cccnc2)nc(OC)n1,0.9,5,9,-20,-7,17,-33,0.8,-0.74
Cc1ccc(C)c(N(CC(=O)N(C)C)S(C)(=O)=O)c1,1.2,-16,4,-2,7,-16,-8,1.2,0.74
CC(NCc1ccco1)C(=O)N1CCc2ccccc2C1 (stereo unspecified),0.9,10,8,-4,-2,50,1,0.5,0.058
CCOC(=O)c1nnn(-c2nonc2N)c1CSc1ccc(C)cc1,0.5,51*,0,6,8,79*,5,0.2,-0.48
COC(=O)C1=C(C)NC(=O)C1(Nc1ccc(Cl)cn1)C(F)(F)F (stereo unspecified),1,4,11,-21,-3,70*,-39,0.3,-1.5
CCCC[N+](C)(C)CCC(=O)NC(C)(C)CS(=O)(=O)[O-],0.9,5,3,5,13,5,2,1,0.44
O=C(NCc1cccc(Cl)c1)c1cnn2c1NC(c1ccco1)CC2C(F)(F)F (stereo unspecified),0.6,41,7,-66,10,49,-12,0.5,-0.69
O=C1NC2CCCCC2NC1CC(=O)N1CCN(c2ccccc2)CC1 (stereo unspecified),.,.,2,-6,19,.,-23,.,.
CCOc1ccc(N=Nc2c(=O)[nH]n3c(=O)cc(C)[nH]c23)cc1,0.7,31,.,-9,-3,63*,-36,0.4,-0.14
Cc1ccc(C)c(NC(=O)C2CC=CCC2C(=O)O)c1 (stereo unspecified),1.1,-6,10,-10,1,-12,-8,1.1,0.16
Nc1ccc[n+](Cc2ccccn2)c1,1,2,5,-40,10,6,-3,0.9,-0.45
N#Cc1ccccc1Sc1ccccc1C(=O)OCc1nnc(-c2ccccc2)o1,0.4,58*,-2,-22,2,69*,-16,0.3,2.5*
COc1ccc(-c2nc(C#N)c(N3CCC(C(N)=O)CC3)o2)cc1,0.5,48,9,-11,16,37,2,0.6,-0.39
COC(=O)c1ccc(C)c(NC(=O)Cn2cnc3ccccc3c2=O)c1,0,99*,3,-44,-11,82*,-2,0.2,0.29
CCOC(=O)NC(=O)CSc1nnnn1-c1ccc(C)cc1,1.5,-50,6,0,18,14,3,0.9,0.5
CCOC(=O)c1sc(NC(=O)c2cccc(S(=O)(=O)N(CC)CC)c2)cc1C,0.9,7,.,-1,-5,4,-12,1,0.31
# (continued)
SMILES,CYP2C9 act,CYP2C9 inh,Calb biofilm kill,TNFa cytotox,VCAM1 TNFa inh,CYP2C19 inh,HUVEC tox IL1B,CYP2C19 act,DAT uptake mod
N/C(=N\OC(=O)CCCCCN1C(=O)c2ccccc2C1=O)c1ccccc1,0.7,27,.,-21,6,6,-6,0.9,-0.54
Cc1csc(NC(=O)C2CCCN2C(=O)OCC(C)C)n1 (stereo unspecified),0.8,22,0,-12,10,29,-39,0.7,-0.17
COC(=O)c1ccc(N2C(=O)c3ccc(OC)c(OC)c3C2=O)cc1,1,0,8,-44,11,1,10,1,0.64
Cc1ccc(N2CC(C(=O)NCCC(C)C)CC2=O)cc1 (stereo unspecified),.,.,2,1,-18,.,25,.,-0.42
CCCc1cc(C(=O)NCc2ccc(OC)cc2)no1,0.8,19,-1,-5,18,65*,-58,0.3,-0.33
CCC1(C)Cc2c(sc3nnn(CC(=O)Nc4ccccc4C)c(=O)c23)CO1 (stereo unspecified),0.5,50,.,-9,11,84*,-73,0.2,-0.18
COCCn1c(C)cc(C(=O)COC(=O)c2cc3c(s2)CCC3)c1C,1.1,-7,6,-12,7,57*,-4,0.4,0.97
c1ccc(-n2nnnc2-n2nnc3ccccc32)cc1,0.6,36,6,-19,15,94*,-11,0.1,0.76
Nc1ccc(-c2nc3c(Cl)cc(N)cc3[nH]2)cc1,0.8,18,9,-4,0,7,31,0.9,1.7
Cc1cccc(NS(=O)(=O)c2ccc(Br)s2)n1,0.7,31,-4,-9,21,68*,-4,0.3,-0.49
Cc1sc2ncn(CC(=O)NCCCC(=O)N3CCN(c4ncccn4)CC3)c(=O)c2c1C,0.8,24,2,11,-7,1,26,1,0.8
O=C(c1ccco1)c1cn[nH]c1-c1ccc(Cl)cc1O,0.5,51*,4,-4,-13,92*,12,0.1,0.41
COc1ccc(N(C(=O)c2ccco2)C(C(=O)NC2CCCC2)c2ccc(N(C)C)cc2)cc1OC (stereo unspecified),.,.,3,-24,6,.,-18,.,-0.039
CCOC(=O)c1c(C)[nH]c(C(=O)CSc2nnc(CC(C)c3ccccc3)o2)c1C (stereo unspecified),0.3,71*,5,.,.,32,.,0.7,1.3
CC(=O)c1ccc(NS(=O)(=O)c2ccc(CC(C)C)cc2)cc1,0.1,86*,3,-35,-9,67*,1,0.3,-0.31
CCOC(=O)C1CCCN(Cc2ccccc2Cl)C1 (stereo unspecified),0.8,24,5,-5,-1,80*,4,0.2,0.23
CCCCNC(=O)OCC(CC)NC(=O)OC(C)C (stereo unspecified),0.8,20,7,-19,1,53*,-32,0.5,-0.37
C=CCSc1nc(O)c(CC)c(=O)n1C(C)CC (stereo unspecified),0.7,31,4,-24,-5,63*,-22,0.4,0.14
CCOC(=O)C1CCN(C(=O)c2cccc(C(=O)N3CCC(C(=O)OCC)CC3)c2)CC1,0.6,42,7,-39,5,18,-70,0.8,0.66
CSc1nc(NC(C)(C)C)nc(N2CCOCC2)n1,.,.,.,34,26,.,-22,.,-1.8
CCOC(=O)c1c(C)nc2ccc(C)cn12,1,-4,1,-24,22,32,-8,0.7,-0.51
C/C(=N\O)c1ccc2[nH]ccc2c1,0.8,17,.,-45,5,16,-22,0.8,0.35
CC(C)(C)c1cc(CCC(=O)N2CCNCC2)c(C(C)(C)C)cc1O,0.3,74*,10,-12,-7,6,-7,0.9,0.96
c1csc(C2=Nn3c(nnc3-c3ccncc3)SC2)c1,0.7,29,8,11,20,12,-13,0.9,-0.028
Cc1cc(C)c(O)c(-c2cc(C(=O)Nc3ccc(S(=O)(=O)N4CCOCC4)cc3)[nH]n2)c1,0.7,31,2,-23,21,-3,1,1,-0.086
CCOC(=O)c1[nH]c2ccccc2c1NC(=O)C(CC)CC,0.7,29,10,17,22,6,8,0.9,-1.6
O=C(Cn1nnc(-c2ccc(S(=O)(=O)N3CCCC3)cc2)n1)NCC1CCCO1 (stereo unspecified),0.3,70*,17,11,6,26,25,0.7,-0.52

# Results in CYP2C19 act, for 3 of the compounds above:
molecule	CYP2C19 act
c1ccc(-n2nnnc2-n2nnc3ccccc32)cc1	0.1
Nc1ccc(-c2nc3c(Cl)cc(N)cc3[nH]2)cc1	0.9
Cc1cccc(NS(=O)(=O)c2ccc(Br)s2)n1	0.3

# Source: PubChem
